Source: PubChem BioAssay (Sanford-Burnham Center for Chemical Genomics)
SENP1 FRET inh: SENP1 (human) catalytic domain inhibition | 360,000 compounds, 0.21% hits | recombinant SENP1 catalytic domain, CyPet-SUMO1-YPet FRET cleavage | inhibition, % at 10 µM;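 active = inhibition at least 30% at 10 µM, raw YFP signal under a set limit, fluorescence ratio 0.5 to 1.5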;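 note: 0% = enzyme with DMSO and 100% = no enzyme wells; some results filed as inactive read as strong as hits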
Target sequence (Q9P0U3 419-644 limits assumed): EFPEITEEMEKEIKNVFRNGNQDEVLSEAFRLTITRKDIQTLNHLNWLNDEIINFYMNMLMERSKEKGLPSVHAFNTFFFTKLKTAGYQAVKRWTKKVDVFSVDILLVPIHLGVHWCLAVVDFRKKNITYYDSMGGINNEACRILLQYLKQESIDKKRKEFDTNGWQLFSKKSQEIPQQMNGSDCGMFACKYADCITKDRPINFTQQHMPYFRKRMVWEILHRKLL
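Compound: 10 µM single point, 0.5% DMSO; Test system: hSENP1 catalytic domain, recombinant; Timing: 50 min reaction at room temperature; Technique: FRET, CFP and YFP emission; Control set: no-enzyme wells low, DMSO-plus-enzyme wells high control.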
SENP8 block-1: blocks the human protease SENP8 | inhibition, % at 10 µM | AID 2540 | purified SENP8, Z-RLRGG-aminoluciferin cleavage, luminescence | Q96LD8 | 330,000 compounds, 1.2% hits; in the data active = inhibition above about 50%
Target sequence (Q96LD8 whole entry, looked up): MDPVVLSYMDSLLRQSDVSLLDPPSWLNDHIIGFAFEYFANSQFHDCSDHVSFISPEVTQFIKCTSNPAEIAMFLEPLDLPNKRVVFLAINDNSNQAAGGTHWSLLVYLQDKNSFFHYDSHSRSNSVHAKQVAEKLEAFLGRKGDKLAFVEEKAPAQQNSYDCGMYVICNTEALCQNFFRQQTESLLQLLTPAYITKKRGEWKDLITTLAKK
UBC13 inh: human UBC13 polyubiquitination inhibition; P61088; UBC13 polyubiquitin chain formation, TR-FRET; inhibition, % at 20 µM; 330,000 compounds, 0.47% hits; in the data active = inhibition above about 45%, passing the limit was not always enough
Target sequence (P61088 whole entry, looked up): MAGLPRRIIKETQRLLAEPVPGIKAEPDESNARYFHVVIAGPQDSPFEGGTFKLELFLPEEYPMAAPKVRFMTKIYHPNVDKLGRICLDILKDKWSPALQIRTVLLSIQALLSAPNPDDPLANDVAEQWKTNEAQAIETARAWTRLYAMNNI
SENP6 block: blocks the human protease SENP6. 330,000 compounds, 1.8% hits. Q9GZR1. Recombinant SENP6 catalytic domain, aminoluciferin luminescence. inhibition, % at 10 µM;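 active = inhibition above about 50% at the single tested dose, limit read from the data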;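 note: plate controls were DMSO wells with enzyme for no effect and DMSO wells lacking enzyme for full effect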
beta cell repl: inducers of beta-cell replication in MIN6 cells. proliferation, % at 10 µM. 330,000 compounds, 0.29% hits. AID 2380. MIN6 cells proliferation, ATPlite luminescence, 48 h; cells starved in 0.2% serum; 100% = growth in 10% serum;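 active = compounds whose signal lies at least 3.5 SD above the mean of all wells on their plate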;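 note: 0% = DMSO-treated cells in low-serum medium and 100% = 10% serum control; some compounds called inactive have numbers as strong as hits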
SENP7 block: SENP7 protease inhibition. Q9BQF6. recombinant SENP7, Z-RLRGG-aminoluciferin luminescence, 40 min. inhibition, % at 5 µM. 330,000 compounds, 1.5% hits. AID 434973;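 active = inhibition above about 50% at the single test dose, limit read from the data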;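 note: plate controls were DMSO with enzyme for no effect and no enzyme buffer wells for full effect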
Target sequence (Q9BQF6 706-1050 limits assumed): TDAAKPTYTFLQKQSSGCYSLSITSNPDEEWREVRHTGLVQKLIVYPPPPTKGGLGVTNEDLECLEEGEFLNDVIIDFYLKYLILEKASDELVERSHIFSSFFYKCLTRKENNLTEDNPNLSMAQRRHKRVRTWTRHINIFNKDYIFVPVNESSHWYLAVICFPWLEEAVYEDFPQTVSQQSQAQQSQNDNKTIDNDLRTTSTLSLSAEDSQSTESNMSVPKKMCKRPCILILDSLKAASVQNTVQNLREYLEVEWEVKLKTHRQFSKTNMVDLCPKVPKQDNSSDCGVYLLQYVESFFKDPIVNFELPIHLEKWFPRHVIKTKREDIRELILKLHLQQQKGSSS
HKDC1 inh: blocks human hexokinase HKDC1 activity | 340,000 compounds, 0.16% hits | Q2TB90 | inhibition, % at 20 µM | recombinant HKDC1, G6PDH/diaphorase resazurin coupled fluorescence;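 active = inhibition above about 35% when tested at 20 µM, limit read from the data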;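 note: plate controls were DMSO wells with enzyme for no effect and DMSO wells lacking enzyme for full effect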
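Material: recombinant HKDC1 hexokinase; Amount: HKDC1 at 5 µg/mL; Medium: Tris pH 8.0 buffer with MgCl2, Tween-20, BSA, BME; Schedule: 90 min reaction incubation at room temperature, dark; Technique: coupled resazurin fluorescence, excitation 525 nm, emission 613 nm.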
PfGluPho inh: PfG6PD (Plasmodium falciparum) enzyme inhibition. PfGluPho enzyme, NADPH resazurin-diaphorase fluorescence. inhibition, % at 20 µM. 350,000 compounds, 0.78% hits. AID 504690;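 active = inhibition reaching at least a set limit at 20 µM in the primary screen, cut at about 59% in these data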;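 note: 0% = DMSO wells with substrate and 100% = DMSO wells lacking glucose-6-phosphate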
SENP8 block-2: SENP8 (human) protease inhibition; 360,000 compounds, 0.64% hits; inhibition, % at 20 µM; AID 602440; recombinant SENP8, Nedd8 substrate fluorescence; in the data active = inhibition mostly above about 40%, no sharp cut-off; inactive = mostly below about 27%
Numbers without * were called inactive; x = no result given. This is a random part of the collection, and some 4% of all compounds hit somewhere here.

SMILES	SENP1 FRET inh	SENP8 block-1	UBC13 inh	SENP6 block	beta cell repl	SENP7 block	HKDC1 inh	PfGluPho inh	SENP8 block-2
COc1cccc(-c2nc(-c3ccccc3)c(-c3ccccc3)[nH]2)c1OCC(=O)O	-2	4	-10	18	-4	6	9	2	-473
CC(C)C1OC2c3cccc4cccc(c34)C2N1c1ccccc1 (stereo not drawn)	-21	-4	-6	14	-6	-5	-2	-19	18
Cc1cccc2cc(CN(Cc3ccco3)C(=O)c3cccs3)c(=O)[nH]c12	0	8	2	5	2	1	-5	7	-60
COCCn1c(SCC(=O)Nc2cc(C)on2)nnc1-c1ccco1	2	-6	-12	-19	1	-6	-6	4	22
COc1ccc(S(=O)(=O)N2CCCC(C(=O)N3CCCC3)C2)cc1OC (stereo not drawn)	1	-2	-23	-10	-1	18	-6	-1	7
N#Cc1ncn(-c2ccc(Oc3ccccc3)cc2)c1N	-1	7	6	-3	1	7	0	11	-1
O=c1[nH]c2cccc(Cl)c2n(CCNc2ncc(C(F)(F)F)cc2Cl)c1=O	1	0	3	21	-3	-7	3	10	4
CCOc1ccccc1NC(=O)c1ccc2nccnc2c1	2	-1	2	1	-2	-2	8	0	10
Cc1ccc(N2CC(C(=O)NCc3ccccn3)CC2=O)cc1 (stereo not drawn)	-1	-12	-7	-16	-2	7	2	-18	18
O=C1c2cccc(O)c2C(=O)c2c(O)cc(CO)cc21	x	10	-108	28	-2	2	10	26	x
COC(=O)Cn1cnc2ccccc2c1=O	3	3	8	-20	-3	5	-7	-4	29
Cc1cccc(N2CCN(C(=S)Nc3ccc4nc(N5CCN(C)CC5)cc(C)c4c3)CC2C)c1 (stereo not drawn)	-10	-4	36	-12	-6	3	-6	5	-209

Three of the compounds above, as a markdown table.
| mol | SENP1 FRET inh | SENP8 block-1 | UBC13 inh | SENP6 block | beta cell repl | SENP7 block | HKDC1 inh | PfGluPho inh | SENP8 block-2 |
| --- | --- | --- | --- | --- | --- | --- | --- | --- | --- |
| Cc1ccc(N2CC(C(=O)NCc3ccccn3)CC2=O)cc1 (stereo not drawn) | -1 | -12 | -7 | -16 | -2 | 7 | 2 | -18 | 18 |
| O=C1c2cccc(O)c2C(=O)c2c(O)cc(CO)cc21 | x | 10 | -108 | 28 | -2 | 2 | 10 | 26 | x |
| COC(=O)Cn1cnc2ccccc2c1=O | 3 | 3 | 8 | -20 | -3 | 5 | -7 | -4 | 29 |

Going on with the list:
SMILES	SENP1 FRET inh	SENP8 block-1	UBC13 inh	SENP6 block	beta cell repl	SENP7 block	HKDC1 inh	PfGluPho inh	SENP8 block-2
COc1ccc(NC2CS(=O)(=O)CC2NCc2ccco2)cc1 (stereo not drawn)	-8	2	-1	-1	0	-1	8	2	35
O=C(CCN1C(=O)c2ccc([N+](=O)[O-])cc2C1=O)Nc1cccc(O)c1	1	-1	3	19	-3	5	-7	6	26
COc1ccc(N(CC(=O)Nc2cccc(N(C)S(C)(=O)=O)c2)S(=O)(=O)c2ccccc2)cc1Cl	1	-2	-10	-1	-4	-12	-4	9	15
Cc1nc2ccccc2n1CCOc1ccc([N+](=O)[O-])cc1	1	-2	-7	-20	-1	-12	-6	5	-2
CN(C)S(=O)(=O)c1ccccc1N=C=S	1	-3	-2	7	1	-10	-1	16	5
COc1ccc(-c2nc(C(N)=O)c3[nH]c(=O)n(-c4ccccc4OC)c3n2)c(OC)c1	-7	-2	16	-10	0	1	-4	-16	-408
Cc1ccc2c(c1)N(CCC(=O)NC(C)C)C(=O)CO2	0	6	2	3	-2	5	-1	-17	25
N#CCc1c(C#N)c(N)nc(N2CCCC(CO)C2)c1C#N (stereo not drawn)	-18	4	-5	-2	-1	2	2	18	-142
O=C(NCCc1ccco1)c1ccc(OCc2cn3ccccc3n2)cc1	-35	7	2	2	0	-5	0	8	-56
O=C(Nc1ccccc1)C1CC(=O)N(c2ccc3c4c(cccc24)CC3)C1 (stereo not drawn)	0	10	3	2	-4	-3	-1	7	-18
Oc1c(Br)cc2oc3c(c2c1CNCc1ccccc1)CCCC3	1	-11	6	-13	1	-2	9	-20	24
COC(=O)CN(n1cnnc1)S(=O)(=O)c1ccccc1Cl	1	-10	-6	-8	-1	-9	-6	-7	9
Cc1ccc(-c2onc3ccc(C(=O)/C=C/N(C)C)cc23)cc1	-50	6	-6	7	-5	-3	3	12	-21
COc1ccc2[nH]c(C(=O)Nc3ccc4c(c3)OCO4)cc2c1	-4	-17	4	-19	0	-1	10	12	-16
CC(C)C(NC(=O)c1ccco1)C(=O)OCc1cc([N+](=O)[O-])cc2c1OCOC2 (stereo not drawn)	3	3	10	-11	3	-8	5	8	18
CN=C(Nc1ccc(Cl)cc1)c1ccc(C(F)(F)F)cc1	2	-14	-1	-10	0	-5	0	25	26
CCC1CCCCN1CCCNC(=O)CS(=O)(=O)Cc1nc(-c2cccc(OC)c2)oc1C (stereo not drawn)	-1	-5	0	2	-3	6	-7	4	10
CCOC(=O)C1CCCN(S(=O)(=O)c2ccccc2)C1 (stereo not drawn)	3	-2	22	-3	2	-3	-12	-4	14
C[C@]12C[C@H](O)[C@@H]3c4ccc(O)cc4CCC3[C@@H]1CCC2=O (stereo partly drawn)	1	6	-1	8	-2	1	-6	3	11
CCOC(=O)c1c(C)[nH]c(C=Nc2ccc(OC)cc2)c1O	-4	2	-30	-15	-1	-3	-3	-10	8
COc1cc(NC(=O)C2CCN(S(=O)(=O)c3ccc4[nH]c(=O)oc4c3)CC2)cc(OC)c1	2	0	-10	13	-4	1	7	-17	16
Cc1cccc(-c2nc(CSCC(=O)N3CCN(Cc4ccc5c(c4)OCO5)CC3)c(C)o2)c1	-1	2	7	-7	-7	1	-10	-17	10
O=C(C1COc2ccccc2O1)N1CCN(c2nc3c(F)cc(F)cc3s2)CC1 (stereo not drawn)	1	-18	-1	-8	-5	9	6	-14	3
COc1ccc(NS(=O)(=O)c2ccc(C(=O)N3CCN(c4ccc(F)cc4)CC3)cc2)cc1	0	1	8	11	-2	8	4	-14	7
COCCSc1nnc(NS(=O)(=O)Cc2ccccc2)s1	2	-5	-4	-9	2	-1	-5	-14	5
Cc1cccc(N(CC(=O)NCc2ccco2)C(=O)CCC(=O)Nc2nccs2)c1	1	-1	0	-17	-3	-3	-14	10	6
O=C(OC[C@@H]1CCCN2CCCC[C@H]12)c1cc2ccccc2oc1=O	3	1	0	3	-1	-1	-11	-7	-101
Cc1cc(=O)[nH]c(N/N=C/C=C/c2ccccc2)n1	0	-3	-24	-6	-2	8	-8	-7	-56
CCOC(=O)C1CCCN(C(=O)c2ccc(-c3ccc([N+](=O)[O-])cc3)o2)C1 (stereo not drawn)	0	-7	-14	-5	-7	-9	10	46	-86
CN(C)CCN(Cc1ccccc1)c1ccccn1	-1	13	12	-10	1	0	2	-8	4
CN(CC(=O)NCc1cccc(F)c1)C(=O)c1ccco1	0	-4	11	-7	1	-2	-7	-2	10
CC(C)CC1NC(=O)N(CC(=O)Nc2ccc(OCc3ccccc3)cc2)C1=O (stereo not drawn)	1	-8	7	-7	-1	9	-2	-3	8
COC(=O)Nc1ccc(S(=O)(=O)NNC(=O)c2c(O)c3ccccc3[nH]c2=O)cc1	2	-3	1	-2	0	-6	0	-10	-33
COc1ccc(S(=O)(=O)N2CCC(C(=O)NCCN3CCOCC3)CC2)cc1OC	0	2	5	9	-2	-1	-5	-1	6
COc1cc(-c2cc(N3C(=O)Nc4ccccc4N3O)n[nH]2)cc(OC)c1OC	0	1	-12	9	-1	5	-5	-18	19
CN(Cc1ccco1)Cc1ccc(O)c2ncccc12	3	-10	-1	-28	-2	2	-4	-11	-4
CC[N+](C)(C)Cc1ccccc1Br	-3	2	3	-4	-2	1	2	4	7
NS(=O)(=O)c1cccc(NC(=O)c2ccc3nc[nH]c3c2)c1	-1	-2	5	-19	-2	-3	3	3	11
O=C(Nc1ccc(F)cc1)c1cc(S(=O)(=O)N2CCCCC2)ccc1F	1	-6	8	1	-2	-2	-6	29	20
CCc1ccc(OCC(O)CN2CCN(CCO)CC2)cc1 (stereo not drawn)	-1	-11	3	-3	-1	7	2	-6	14
COC(=O)c1[nH]c2cc(OC)ccc2c1NC(=O)CN1CCOCC1	x	2	1	-9	5	1	x	x	x
COc1ccc(C)cc1NC(=O)CCc1ccc(S(=O)(=O)N2CCOCC2)cc1	-2	-7	-2	4	-7	8	0	6	17
COc1ccc(/C=C2\NC(=O)C(C=NCc3ccccc3)=C2O)cc1	0	-9	-5	-14	0	-7	-5	-10	-125
O=C(O)CCCNCc1ccccc1F	-2	x	x	x	x	x	-7	-18	9
COc1ccc2nc(N(Cc3ccccc3)C(=O)CCNC(C)=O)sc2c1	0	-5	4	-5	-2	3	1	9	2
COc1ccc(NCc2nnc(SCC(=O)Nc3ccccc3)n2C)cc1	0	-7	9	3	1	2	-8	7	43*
Cn1c(=O)c(=O)n(C)c2cc(S(=O)(=O)CCC(=O)NCc3ccccc3)ccc21	3	-2	5	-8	0	1	2	-17	-73
CCOC(=O)c1cc(NC(=O)N(C(C)C)C(C)C)c(C)nc1C	1	-8	-3	-6	-2	8	-5	-2	-82
CCOC(=O)c1ccc(NC(=O)CN2CCc3ccccc3C2)cc1	-4	-4	9	11	-3	-4	1	-13	49*
CCc1nnc(NC(=O)C(CC)c2ccccc2)s1 (stereo not drawn)	0	-17	1	-16	-1	-10	-8	0	9
Brc1ccccc1OCCCOc1cccc2cccnc12	2	-8	12	-36	-3	0	0	15	-88
C=CCc1ccccc1OCC(O)Cn1ccnc1C (stereo not drawn)	-2	-1	14	10	0	-4	-12	-1	10
COc1ccc(/C=C/C(=O)OCCNC(=O)c2ccncc2)cc1OC	0	0	-3	15	-2	4	0	-3	-223
COc1ccc(C(C)=O)cc1CSc1nnc2c(Cl)cc(Cl)cn12	-10	-6	0	4	-1	0	6	4	-44
CC1CCN(c2nc3ccc(C(=O)N4CCN(Cc5ccccc5)CC4)cc3s2)CC1	-2	-4	8	-6	-4	-1	0	10	-28
CS(=O)(=O)c1ccc2nc(NC(=O)c3cccc(Cl)c3)sc2c1	0	8	6	2	-2	6	0	-2	-11
COCCNC(=S)Nc1ccc(S(=O)(=O)Nc2cnc3ccccc3n2)cc1	-1	-1	-10	-48	-3	-4	-10	2	-243
O=C(NCc1ccccn1)c1ccco1	-2	-2	3	-4	-1	-1	14	-24	27
CC1(C)Cc2ccccc2-c2nnc(SCC(=O)N3CCN(c4ccccc4)CC3)n21	2	-6	11	-9	2	3	-14	3	2
CSc1oc(-c2ccco2)nc1S(=O)(=O)c1ccc(Br)cc1	-3	5	-3	2	2	8	0	15	-73

Next structures:
SMILES	SENP1 FRET inh	SENP8 block-1	UBC13 inh	SENP6 block	beta cell repl	SENP7 block	HKDC1 inh	PfGluPho inh	SENP8 block-2
CCCCCCSc1ccc([C@@H]2[C@H]3C(=O)N(CC)C(=O)[C@H]3[C@]3(C(=O)OC)CCCCN23)cc1OC	-30	4	-2	6	-6	3	2	29	-77
COc1nc(N=C(N)N)nc2ccc(C)cc12	x	2	1	4	1	-1	x	x	x
CCCSc1nsc(NC(=O)CCC)n1	-1	-6	6	-6	0	4	-11	12	4
COc1cccc(S(=O)(=O)NCC(=O)N2CCCC2)c1	1	-7	-6	-8	-2	-13	-1	12	13
